# Source: PubChem BioAssay
# SKN-1 inh – C. elegans SKN-1 inhibition; inhibition, % at 21.8 µM; AID 624304; actives 0.49% (n = 360,000); C. elegans VP596 Pgst-4::GFP/RFP ratio, acrylamide-induced, 24 h;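 active means interference check ratio from 0.5 to 1.5 plus GFP to RFP signal ratio inhibition reaching or exceeding a fixed threshold, cut at about 30% in these data, passing the limit was not always enough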; further: some compounds called inactive have numbers as strong as hits
# MLLE-PAM2 inh – inhibitors of microRNA-mediated deadenylation, human PABP1 MLLE binding; P11940; GST-MLLE / FITC-PAM2 fluorescence polarization; AID 588489; actives 0.36% (n = 360,000); inhibition, % at 20 µM; in the data active means inhibition above about 35%, passing the limit was not always enough;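 further: plate controls were DMSO wells with GST-MLLE for no effect and wells lacking GST-MLLE protein for full effect; some results filed as inactive read as strong as hits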
# E coli Lon inh – inhibits E. coli Lon protease. P0A9M0. purified E. coli Lon protease, fluorescence polarization. inhibition, % at 7.94 µM. actives 0.42% (n = 360,000). AID 602123; in the data active means inhibition above about 13%, passing the limit was not always enough;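 further: 0% = enzyme with probe and DMSO and 100% = no enzyme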
# FAS TE block – FAS thioesterase (human) inhibition. P49327. recombinant FAS-TE, OMFH fluorogenic substrate, fluorescence endpoint. inhibition, % at 15 µM. actives 0.67% (n = 360,000);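 active means compounds whose normalised, plate-corrected inhibition of enzyme fluorescence in the single-dose primary screen is 50% or more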;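 further: 0% = DMSO with enzyme and 100% = substrate without enzyme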
# MT1-MMP act inh – blocks activation of human MT1-MMP; P50281; HT1080 RFP-PRO-GFP cells, GFP/RFP ratio fluorescence, overnight; percent of plate control window, DMSO zero; GFP/RFP ratio change, % at 20 µM; actives 0.061% (n = 360,000); AID 651647;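 active means GFP/RFP ratio change of at least 30% with cell ATP level not reduced by more than half and red fluorescence within 50% of control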; further: strong numbers were not always called active
#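 Compound: 20 µM single dose, 1% DMSO / System: HT1080 RFP-PRO-GFP cells / Controls: DMSO and RFP-L50D-GFP cell wells / Read-out basis: GFP/RFP fluorescence ratio / Schedule: overnight compound exposure at 37 °C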
# bovine MsrA act – bovine methionine sulfoxide reductase A activation; purified bovine MsrA, absorbance read-out; AID 602163; activation, % at 10.6 µM; actives 0.3% (n = 360,000); in the data active means activation above about 7.5%;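 further: 0% = vehicle and 100% = reference activator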
# MsrA inhibitor – inhibits bovine methionine sulfoxide reductase A; actives 0.75% (n = 360,000); inhibition, % at 15.5 µM; purified bovine MsrA, absorbance read-out; in the data active means inhibition above about 4.5%;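 further: 0% = vehicle wells with enzyme and 100% = reference inhibitor wells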
# TbMetRS inhib – blocks T. brucei methionyl-tRNA synthetase activity; purified T. brucei MetRS, ATP depletion, Kinase-Glo luminescence; inhibition, % at 11.9 µM; actives 0.4% (n = 360,000); AID 624268;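 active means inhibition above a per-plate cutoff of the control wells' mean inhibition plus 3 SD, cut at about 5.5% in these data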;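 further: 0% = DMSO wells median and 100% = median of wells with control inhibitor compound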
#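 assay system = parasite MetRS enzyme | timing = 15 min preincubation, 2 h reaction, all 25 °C | evaluation = percent inhibition relative to median high and low control wells | medium = HEPES buffer containing pyrophosphatase, BSA, spermine, DTT | compound = single dose, 11.9 µM final nominal, 0.9% final DMSO | detection = Kinase-Glo luminescence, ATP depletion format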
# CendR NRP1 mod – alters CendR peptide binding to human NRP-1; O14786; actives 0.85% (n = 360,000); inhibition, % at 25 µM; FAM-RPARPAR peptide binding to NRP-1, fluorescence polarization;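 active means inhibition or corrected inhibition above about 18%, plus a signal ratio from 0.5 to 1.5, limit read from the data, passing the limit was not always enough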; further: strong numbers were not always called active
# * hit, by the source's call; i = inactive; . = no result given.
Compound	SKN-1 inh	MLLE-PAM2 inh	E coli Lon inh	FAS TE block	MT1-MMP act inh	bovine MsrA act	MsrA inhibitor	TbMetRS inhib	CendR NRP1 mod
COc1ccc(NC(=O)C2CCC(=O)N2C(=O)OCc2ccccc2)cc1 (stereo not given)	13	-8	3	-4	3	-3	-0.3	-0.5	6
O=C(OCc1cccnc1)C1=Cc2ccccc2OC1	-7	16	0	-1	2	-3	2.5	0.2	9
CCCCc1nc2ccc(S(=O)(=O)O)cc2[nH]1	-14	-5	1	-6	3	-5	-0.2	-1.2	8
COC(=O)/C(=C/c1cccnc1)NC(=O)c1ccccc1	4	0	-2	-10	-1	0	0.0	-0.9	2
COc1ccccc1OCCCCn1c(C(C)O)nc2ccccc21 (stereo not given)	-6	-5	-10	-3	2	-5	0.9	-0.8	4
Cc1ccccc1NC(=O)Cc1nnc(SCC(=O)Nc2ccccc2)n1C	-5	-4	13	-1	-5	5	-1.1	-0.5	-21
Cc1ccc(C(=O)N/N=C/c2c(O)ccc3ccccc23)cn1	-7	-112	i	-1	-57	-13	1.3	-0.6	-59
c1ccc(C[C@H]2CN=C(Nc3ccccc3)N2CC2CCCCCC2)cc1	11	-2	-1	-42	2	-10	0.8	-0.7	8
COc1cc(C(=O)N2CCC(O)(c3ccccc3)CC2)cc(OC)c1OC	-3	12	-2	-8	-1	0	0.7	-0.8	-8
CS(=O)(=O)Nc1ccc(C(=O)CSc2nnc(C3CC3)n2C2CC2)cc1	11	25	-6	-6	3	-6	3.9	0.0	-14
COc1ccc(C(CNC(=O)Cc2ccccc2Cl)N2CCCCC2)cc1 (stereo not given)	3	-3	-4	-1	-5	-4	-0.8	-0.4	4
Sc1nnc(-c2ccc(Cl)cc2)n1Cc1ccccc1	19	-73	5	11	2	-4	-0.1	-0.2	2
O=C(O)C(F)=C1c2ccccc2-c2ccccc21	9	-14	-2	-5	3	-6	-0.1	-0.5	-4
O=C(CSc1n[nH]c(-c2ccccn2)n1)Nc1ccc(Cl)cc1	4	-20	0	1	-2	-1	0.3	0.1	0
CCn1c(SCC(=O)Nc2ccccc2C)nc2nc3c(cc2c1=O)COC(C)(C)C3	-7	-13	2	-4	-1	-3	-0.1	-0.4	-7
Cc1cnc(NC(=O)C2CCCO2)s1 (stereo not given)	3	1	11	-3	-3	-7	-0.3	-1.5	7
CCOc1ccc(NC(=O)NC2CCCc3ccccc32)cc1 (stereo not given)	-9	-3	-17	-6	-4	-3	-0.3	-0.2	6
CCN(CC)S(=O)(=O)c1ccc(Br)c(OC)c1	-1	-1	-6	-1	-3	1	-0.1	-0.1	-10
C/C(=N\NS(=O)(=O)c1ccc([N+](=O)[O-])cc1)c1ccc(NC(=O)c2ccco2)cc1	-8	-8	3	10	3	-4	4.6*	-0.2	-5
CC1CCCN(CCCOc2ccccc2-c2ccccc2)C1 (stereo not given)	1	12	6	-2	-3	-2	-0.4	1.9	8

# Arranged by number of heavy atoms (descending): part of the list above
Compound	SKN-1 inh	MLLE-PAM2 inh	E coli Lon inh	FAS TE block	MT1-MMP act inh	bovine MsrA act	MsrA inhibitor	TbMetRS inhib	CendR NRP1 mod
CCn1c(SCC(=O)Nc2ccccc2C)nc2nc3c(cc2c1=O)COC(C)(C)C3	-7	-13	2	-4	-1	-3	-0.1	-0.4	-7
C/C(=N\NS(=O)(=O)c1ccc([N+](=O)[O-])cc1)c1ccc(NC(=O)c2ccco2)cc1	-8	-8	3	10	3	-4	4.6*	-0.2	-5
Cc1ccccc1NC(=O)Cc1nnc(SCC(=O)Nc2ccccc2)n1C	-5	-4	13	-1	-5	5	-1.1	-0.5	-21
c1ccc(C[C@H]2CN=C(Nc3ccccc3)N2CC2CCCCCC2)cc1	11	-2	-1	-42	2	-10	0.8	-0.7	8
COc1ccccc1OCCCCn1c(C(C)O)nc2ccccc21 (stereo not given)	-6	-5	-10	-3	2	-5	0.9	-0.8	4
CCOc1ccc(NC(=O)NC2CCCc3ccccc32)cc1 (stereo not given)	-9	-3	-17	-6	-4	-3	-0.3	-0.2	6
COC(=O)/C(=C/c1cccnc1)NC(=O)c1ccccc1	4	0	-2	-10	-1	0	0.0	-0.9	2
O=C(O)C(F)=C1c2ccccc2-c2ccccc21	9	-14	-2	-5	3	-6	-0.1	-0.5	-4
CCCCc1nc2ccc(S(=O)(=O)O)cc2[nH]1	-14	-5	1	-6	3	-5	-0.2	-1.2	8

# Next entries follow.
Compound	SKN-1 inh	MLLE-PAM2 inh	E coli Lon inh	FAS TE block	MT1-MMP act inh	bovine MsrA act	MsrA inhibitor	TbMetRS inhib	CendR NRP1 mod
COc1ccccc1-n1c(SCC(=O)Nc2ccccc2C)nc(O)cc1=O	6	2	11	-6	2	-2	-0.4	0.1	-7
CCOc1ccc(C(=O)Nn2cnnc2)cc1OCC	-10	1	-9	-4	4	2	0.9	-0.1	-5
CC(C)C(c1nnnn1C1CCCC1)N1CCCCC1 (stereo not given)	-7	-1	-4	-2	-4	-2	-0.6	-0.8	5
CNNC(=O)C(=O)NNS(=O)(=O)c1ccccc1	4	-7	3	-1	3	-6	0.6	-0.6	4
COc1cccc(-c2cc(C(=O)NCCc3ccccc3)no2)c1	3	3	0	-3	5	-3	0.8	-0.1	-7
Nc1nonc1-c1nc2ccccc2n1Cc1ccc(F)cc1Cl	16	-31	-15	-11	8	-4	0.1	-1.7	-24
CC(C)N(CC#CC(O)(c1ccccc1)c1ccccc1)C(C)C	0	-4	-4	-1	1	6	1.3	0.6	25
Nc1ccc(C(=O)NNC(=O)C2COc3ccccc3O2)cc1[N+](=O)[O-] (stereo not given)	-4	-3	-7	6	0	0	1.1	-0.2	-4
Cc1cccc(NC(=O)COC(=O)c2ccc3nc(C)c(C)nc3c2)c1	-3	5	-2	3	0	-10	1.3	-0.3	1
C=CCNc1nc(NCCNC(C)=O)c2sc(-c3ccccc3)cc2n1	-2	-2	2	-6	6	3	4.7*	-0.2	11
Cc1nc(S(=O)(=O)N2CCN(C3c4ccccc4-c4ccccc43)CC2)cn1C	7	-2	-1	4	6	0	-0.9	0.3	3
O=C1CC(C(=O)O)S/C(=N\NC(=O)c2ccccc2)N1 (stereo not given)	-4	-6	-6	-9	-6	-4	0.0	-0.9	-3
NC(=O)C1CCN(C(=O)c2cccc3ccccc23)CC1	1	-1	-2	-7	-1	-2	0.5	-0.8	2
CCN(CC)Cc1ccc(NC(=O)c2sc3cc(Cl)ccc3c2Cl)cc1	51*	0	-11	8	-2	1	1.0	-0.4	-6
C/C=C/c1ccc(OCCCNCC(C)O)c(OC)c1 (stereo not given)	27	12	12	-8	2	2	1.0	-0.7	20
CCC1(CC)Cc2ccccc2-c2nc(NCCO)[nH]c(=O)c21	4	3	8	-4	9	-3	0.1	-0.3	-3
Cc1ccc2c(c1)[C@@H]1[C@H](CO2)[C@H](c2ccccc2)[C@@]2(C)C(=O)N[C@H](C)C(=O)N12	16	-17	2	-6	2	-2	-0.4	-0.1	-4
Cc1c(Br)cc(C(=O)N2CCCCCC2)c(C)c1C	4	7	-3	7	-16	-1	-1.9	0.2	8
O=C1O/C(=C/C(=O)N2CCOCC2)c2ccccc21	-5	5	2	-6	3	-7	1.1	-2.3	-12
O=C(Cn1nnc(-c2ccccc2)n1)NNC(=O)c1ccco1	-8	-14	1	-5	-2	-5	0.9	-1.2	0
CC(C)(O)C#Cc1ccccc1C(=O)NC(CC(N)=O)C(=O)O (stereo not given)	5	1	-8	-9	1	-6	1.4	-1.2	19
COc1ccc(/C=C(\NC(=O)c2ccc(OC)cc2)C(=O)NC(CCSC)C(=O)O)cc1 (stereo not given)	-10	5	-10	1	2	-6	0.4	-0.9	12
Cc1cccc(N(CC(=O)NC(C)(C)C)C(=O)CNC(=O)c2cccs2)c1	-3	7	2	-3	0	-4	0.7	0.2	13
COc1ccccc1OCC(=O)Nc1cc2c(cc1C(=O)O)OCCCO2	2	6	1	-6	2	-4	-0.2	0.2	0
CC(C)Cn1c(N)c(C(=O)COC(=O)c2c(O)c(Cl)cc(Cl)c2Cl)c(=O)n(C)c1=O	-18	9	6	15	5	-9	0.7	-0.4	-8
[O-]/[N+](=C\c1ccco1)c1ccc(Cl)cc1	36*	17	1	4	-2	-3	0.7	0.5	21
CC(=O)N1c2ccc(S(=O)(=O)N3CCC(C(=O)N4CCC(C)CC4)CC3)cc2CC1C (stereo not given)	6	-7	-2	-2	-2	-1	0.3	-0.5	6
O=C(Cn1nnc(-c2ccccc2)n1)NC1CCS(=O)(=O)C1 (stereo not given)	3	-13	4	-8	1	-5	-1.8	-0.5	8
O=C1[C@H]2[C@@H](c3ccccc3)N[C@]3(CCCN(Cc4ccc(C(F)(F)F)cc4)C3=O)[C@H]2C(=O)N1Cc1ccccc1	13	13	-2	28	5	-2	-0.3	-1.2	-9
c1cc(-c2sc(-c3ccncc3)c(-c3ccncc3)c2-c2ccncc2)ccn1	29	-14	-7	1	-17	-2	1.6	0.0	-39
c1ccc(-c2nnc(-c3ccccn3)s2)nc1	34	15	7	-8	-1	-3	-0.7	-1.1	-13
Cc1ccc(C)c(S(=O)(=O)N2CCN(C(=O)Cn3cnc4c3c(=O)n(C)c(=O)n4C)CC2)c1	4	19	2	-4	-3	-11	-0.8	-0.7	22
O=C(Nc1ccccc1Br)c1ccccc1-c1ccccc1	3	2	-6	14	-9	-3	-1.4	-0.5	-6
CCOc1ccc(N2CC(O)Cn3c2nc2c3c(=O)n(CCCc3ccccc3)c(=O)n2C)cc1 (stereo not given)	-2	7	-7	2	1	-2	0.4	-0.5	1
CC1CCCCC1NC(=O)CSc1nnc(COc2ccccc2Cl)o1 (stereo not given)	7	3	-6	1	-1	-2	0.8	-0.4	-6
COc1ccc(CC(=O)NNC(=O)CCc2ccccc2)cc1OC	7	-7	-7	-4	2	-3	0.1	-0.6	-1
O=C(Nc1ccccc1Cl)/C(Cl)=C(\Cl)S(=O)c1ccccc1 (stereo not given)	-4	14	7	74*	-25	-6	1.1	-0.5	-1
CC(=O)c1ccc(OCC(C)Oc2ccc(C#N)cc2)cc1 (stereo not given)	2	-1	-4	9	-2	-6	1.6	-0.6	-1
COC(=O)[C@]12CCCCC=C1N(CCc1ccc(OC)c(OC)c1)C(=O)[C@H](CC(=O)NCC13CC4CC(CC(C4)C1)C3)C2	-13	.	.	.	-26	.	1.9	-0.8	-26
CCOC(=O)C1CCN(C(=O)COC(=O)CNC(=O)c2ccc(OC)cc2)CC1	3	3	-6	-6	1	-2	-0.6	-0.3	6
